Screens deposited in PubChem by National Center for Advancing Translational Sciences (NCATS).
p53 reactivator: qHTS assay for re-activators of p53 using a Luc reporter. Potency, µM (titrated, usually from 92.2 µM), for the others: top-dose activity change, positive = activation, usual class: activators. H1299 p53-A138V BP100-luciferase reporter, luminescence, 24 h. 320,000 compounds, 0.063% hits; also: potency is read from the fitted curve at half-maximal effect; % of control where 0% means no effect; nearly all actives have a fitted effect of over 45% in size
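p53-null H1299 cells stably carrying temperature-sensitive p53-A138V and a BP100-luciferase reporter were pinned with compounds (4-point, 1:5 series) and held 24 hrs at 37 deg C. Luminescence was read 10 min after detection reagent.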
PTAP TSG101 blk: qHTS Assay for Iinhibitors of HIV-1 Budding by Blocking the Interaction of PTAP/TSG101 | Fluorescence polarization, FITC-PTAP peptide / Tsg101 binding | Potency, µM (series often up to 115 µM), inactives show at the top dose activity change, negative = inhibition, usual class: inhibitors | 340,000 tested, under 10 active | AID 493005, 2010; active = well fitted inhibition curve with a large enough effect in the main read-out, with a control signal flat, not every such curve was filed as active; inconclusive = small, poorly fitted or top-dose-only effect, or effect the other way, or a change in a side signal; inactive = no such curve, though single readings can be large or run the other way; also: potency is read from the fitted curve at half-maximal effect; % of control where 0% means no effect
Target sequence (Q99816 whole entry, looked up): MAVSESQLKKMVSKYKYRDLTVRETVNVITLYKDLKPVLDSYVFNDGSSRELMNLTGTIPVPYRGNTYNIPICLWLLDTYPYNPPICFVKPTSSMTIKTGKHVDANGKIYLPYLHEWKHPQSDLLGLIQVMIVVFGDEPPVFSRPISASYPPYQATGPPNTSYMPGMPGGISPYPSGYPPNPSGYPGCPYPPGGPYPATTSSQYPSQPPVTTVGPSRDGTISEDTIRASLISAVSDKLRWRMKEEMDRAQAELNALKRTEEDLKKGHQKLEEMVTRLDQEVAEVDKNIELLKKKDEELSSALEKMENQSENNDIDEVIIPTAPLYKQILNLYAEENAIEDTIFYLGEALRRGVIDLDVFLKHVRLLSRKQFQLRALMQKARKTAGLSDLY
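Tsg101 binding domain (10 uM final) was mixed with compound and a FITC-labeled PTAP peptide (50 nM final) in HEPES pH 7.5 buffer with NaCl, Tween 20, EDTA and TCEP; fluorescence polarization was read after 20 min at r.t.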
BRCA1 expr act: qHTS Assay to Identify Small Molecule Activators of BRCA1 Expression; AID 624202, 2012; Potency, µM (series often up to 46.1 µM), for inactives: at the top dose activation, most hits filed as activators; MCF7-BRCA1-FFLuc reporter, luminescence, 48 h; response scale: scaled: vehicle 0%, 10 µM genistein 100%; 380,000 compounds, 1.1% hits; also: potency is read from the fitted curve at half-maximal effect; nearly all actives have a fitted effect of over 80% in size; some results filed as inactive show a strong effect at the top dose
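Cells: MCF7-BRCA1-FFLuc, 2000/well. Exposure: 48 h, 37 °C, 5% CO2. Read: luminescence, 15 min post-substrate. Controls: genistein 10 microM (maximal activation), DMSO (neutral).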
TRPV1 ag: HTS Assay for Compounds that Act as Agonists of the Vanilloid Receptor 1. Transient receptor potential cation channel subfamily V member 1 (Homo sapiens), Q8NER1. TRPV1-expressing cells, Fluo-8 calcium influx, agonist mode. activation, % at 8.33 µM. 320,000 compounds, 0.19% hits; in the data active = activation above about 80%; inconclusive = between about 30% and that limit; also: 0% is about no effect
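TRPV1-expressing cells were cultured overnight at 35.5C and loaded with Fluo-8 calcium dye for 40 to 90 min at room temperature. After a 10 s baseline, compound was added and calcium influx was read kinetically for 3 min (ex 480/em 520 nm).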
TCR activator: Activators of T cell receptors: qHTS campaign; primary human leukocytes, anti-CD3, IL-2 HTRF, 48 h; Potency, µM (highest dose often 9.22 µM), without a hit: top-dose activation of IL-2 secretion, actives largely listed as activators; 330,000 tested, under 10 active; also: % of control where 0% means no effect
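Human primary leukocytes + a-CD3 beads + cpd, 48 hr; IL-2 in supernatant by HTRF (ex 320nm / em 665nm). No co-stimulatory signal supplied.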
Integrin act MD: qHTS for Activators of Integrin-Mediated Alleviation for Muscular Dystrophy; alpha7betagal myoblasts, beta-gal FDG fluorescence, 48 h; Potency, µM (top dose mostly 38.3 µM), for the others: top-dose activation, hits mostly activators; 350,000 compounds, 0.064% hits; AID 624291, 2012;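 also: potency is read from the fitted curve at half-maximal effect; 100% = response of the positive control SU9516; nearly all actives have a fitted effect of over 60% in size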
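alpha7betagal+/- myoblasts (passage 13, 250/well) treated 48 h at 37C with compounds at 1:260 dilution of DMSO stock. Lysed, then beta-galactosidase activity read as FDG fluorescence (ex 480/em 540) after 30 min, with pre-read for autofluorescence.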
B2AR arrestin: qHTS assay of beta-arrestin-biased ligands of beta2-adrenergic receptor; Beta-2 adrenergic receptor (Homo sapiens), P07550; beta-arrestin recruitment to beta2AR, cell-based reporter; Potency, µM (doses to about 46.1 µM), for the others: at the highest dose activation, hits mostly activators; 330,000 compounds, 0.02% hits;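 also: potency is read from the fitted curve at half-maximal effect; 0% = DMSO controls and full agonism = EC100 isoproterenol or metaproterenol; nearly all actives have a fitted effect of over 65% in size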
Target sequence (P07550 whole entry, looked up): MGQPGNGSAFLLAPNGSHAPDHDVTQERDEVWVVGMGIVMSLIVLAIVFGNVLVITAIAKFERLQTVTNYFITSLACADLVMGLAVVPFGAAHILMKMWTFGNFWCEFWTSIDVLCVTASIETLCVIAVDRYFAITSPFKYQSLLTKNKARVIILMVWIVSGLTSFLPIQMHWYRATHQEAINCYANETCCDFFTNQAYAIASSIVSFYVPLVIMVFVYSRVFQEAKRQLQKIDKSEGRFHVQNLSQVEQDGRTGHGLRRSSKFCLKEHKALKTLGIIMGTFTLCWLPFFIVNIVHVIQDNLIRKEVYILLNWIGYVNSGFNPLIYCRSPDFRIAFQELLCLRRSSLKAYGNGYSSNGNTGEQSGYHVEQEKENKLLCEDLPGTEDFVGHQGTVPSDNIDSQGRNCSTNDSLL
CXXC DNA block: qHTS Fluorescence Polarization Assay for Inhibitors of MLL CXXC domain - DNA interaction; Histone-lysine N-methyltransferase 2A (Homo sapiens), Q03164; MLL-CXXC / FITC-HOXA9 DNA fluorescence polarization; Potency, µM (series often up to 115 µM), without a hit: at the top dose activity change, negative = inhibition, usual class: inhibitors; 290,000 compounds, 0.037% hits; AID 2662, 2010; active = well fitted inhibition curve with a large enough effect in the polarisation, with a control signal flat, not every such curve was filed as active; inconclusive = small, poorly fitted or top-dose-only effect, or effect the other way, or a change in a side signal; inactive = no such curve, though single readings can be large or run the other way; the % refers to the polarisation; also: potency is read from the fitted curve at half-maximal effect
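Fluorescence polarization: 7 uM MLL-CXXC (stock) preincubated 5 min with compounds, then 50 nM fluorescein-HOX-A9 DNA (stock) added; 30 min ambient. Buffer 50 mM Tris-HCl pH 7.5, 50 mM NaCl, 1 mM DTT, 0.05% BSA.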
ELG1 repair inh: qHTS screen for small molecules that inhibit ELG1-dependent DNA repair in human embryonic kidney (HEK293T) cells expressing luciferase-tagged ELG1; HEK293T ELG1-luciferase reporter, luminescence, 16 h; DNA damage induced by 5-fluorouridine; Potency, µM (titrated, usually from 46.1 µM), inactives show at the top dose activity change, negative = inhibition, hits mostly inhibitors; 330,000 compounds, 2.3% hits; AID 504467, 2011; also: potency is read from the fitted curve at half-maximal effect; % is scaled to controls: 0 for no effect and ±100 for the full control effect; nearly all actives have a fitted effect of over 55% in size
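Overnight (16 hr) co-exposure of 2,000 cells/well to 5-fluorouridine and compound at 37 °C preceded detection. Luciferase was quantified via ONE-Glo luminescence; loss of signal denotes inhibition.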
AT treatment: qHTS Assay for Identifying a Potential Treatment of Ataxia-Telangiectasia; […] A-T fibroblasts, KAP-1 phosphorylation AlphaLISA; neocarzinostatin DNA damage 30 min before lysis; Potency, µM (highest dose often 57.5 µM), for inactives: at the top dose activation, most hits filed as activators; 320,000 compounds, 0.19% hits; also: potency is read from the fitted curve at half-maximal effect; % of control where 0% means no effect; nearly all actives have a fitted effect of over 45% in size
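ATM-like activity read as KAP-1 phosphorylation via AlphaLISA donor/acceptor antibody pairs after lysis and 6 hr at 25C. Cells were ATM-null patient fibroblasts ([…], hTERT), dosed 60 min, then exposed to the DSB inducer NCS for 30 min.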
* marks the source's active call; other numbers are inactive results; ? = inconclusive; nt = not tested or not shown; [ ] = dose if it differs, or a comment. Unless noted, calls follow the shape of the dose curve; as a rule, active = well fitted curve in the direction sought with a large enough effect; inconclusive = small, poorly fitted or top-dose-only effect, or another doubt; inactive = no such curve, though single readings can be large; an effect the other way counts as inactive or inconclusive.

entry	SMILES	p53 reactivator	PTAP TSG101 blk	BRCA1 expr act	TRPV1 ag	TCR activator	Integrin act MD	B2AR arrestin	CXXC DNA block	ELG1 repair inh	AT treatment
1	COc1ccccc1C(CNC(=O)c1cccc(NS(=O)(=O)c2ccc(C)c(F)c2)c1)N(C)C (centres undefined)	-3%	3%	-11%	10	-2%	-31%	-0.3%	nt	-3%	0%
2	COc1ccc(CNC(=O)C2CCN(S(=O)(=O)N3CCCC3)CC2)cc1	17%	-6%	9%	-2	2%	6%	-0.2%	3%	0%	4%
3	Cc1nn(-c2ccccc2)c2sc(C(=O)OC3CCOC3=O)cc12 (centres undefined)	-13%	-1%	-16%	14	-1%	23%	-0.5%	13%	15%	3%
4	CCN1CCN(C(=S)NC(=O)c2cccs2)CC1	1%	-4%	-5%	0	-2%	2%	0.2%	2%	?	-6%
5	Cc1ccccc1Nc1nnc(SCC(=O)c2ccc(O)cc2O)s1	4%	-1%	-8%	2	-4%	-3%	-0.9%	-7%	0%	-1%
6	O=S(=O)(c1ccc(Cl)cc1)N1CCN(Cc2ccncc2)CC1	-6%	-6%	-22%	9	-3%	1%	0.5%	8%	-29%	-2%
7	COc1ccccc1CC(=O)Nc1ccc(-c2nnc(-c3ccco3)o2)cc1	13%	-2%	34%	8	2%	-15%	-0.1%	-7%	?	24%
8	CCC(C)N1C(=O)CCC1C(=O)NCc1ccc2c(c1)OCO2 (centres undefined)	2%	-3%	-5%	nt	4%	-9%	0.0%	-1%	8%	15%

Sorted by the number under Integrin act MD (ascending): three from the list above.
cpd	SMILES	p53 reactivator	PTAP TSG101 blk	BRCA1 expr act	TRPV1 ag	TCR activator	Integrin act MD	B2AR arrestin	CXXC DNA block
7	COc1ccccc1CC(=O)Nc1ccc(-c2nnc(-c3ccco3)o2)cc1	13%	-2%	34%	8	2%	-15%	-0.1%	-7%
6	O=S(=O)(c1ccc(Cl)cc1)N1CCN(Cc2ccncc2)CC1	-6%	-6%	-22%	9	-3%	1%	0.5%	8%
4	CCN1CCN(C(=S)NC(=O)c2cccs2)CC1	1%	-4%	-5%	0	-2%	2%	0.2%	2%

Next part
entry	SMILES	p53 reactivator	PTAP TSG101 blk	BRCA1 expr act	TRPV1 ag	TCR activator	Integrin act MD	B2AR arrestin	CXXC DNA block	ELG1 repair inh	AT treatment
9	O=C(O)/C(=C\c1ccccc1)c1ccc2ccccc2c1	nt	1%	-9%	nt	9%	21%	nt	nt	nt	nt
10	Cc1c(C)c(C)c2[nH]c(=S)[nH]c2c1C	0%	0%	-21%	-8	-2%	26%	-0.9%	-4%	-11%	5%
11	CC(=O)COC(=O)c1ccc2noc(-c3ccccc3)c2c1	23%	-4%	?	14	1%	-1%	0.0%	7%	-4%	2%
12	Cc1ccc(S(=O)(=O)N2CCN(S(C)(=O)=O)C2C)cc1 (centres undefined)	1%	0%	2%	4	-2%	8%	0.1%	nt	6%	7%
13	O=C1/C(=C/c2ccc3c(c2)OCO3)Oc2cc(OCC(=O)N3CCC[C@H]3C(=O)O)ccc21	7%	0%	6%	-6	-3%	-14%	-0.8%	20%	18%	-8%
14	CC(=O)c1sc(NC(=O)CS(=O)(=O)c2ccc(F)cc2)nc1C	1%	0%	4%	-6	-11%	13%	-0.1%	nt	?	2%
15	COc1cc(C(=S)N2CCCC2)cc(Cl)c1O	-2%	0%	2%	-1	3%	-5%	-0.3%	1%	12%	-5%
16	O=C(Nc1ccc(Cl)cc1F)C1CCN(S(=O)(=O)c2cccnc2)CC1	-1%	0%	-32%	25	-9%	-27%	-0.1%	12%	-27%	2%
17	Cc1ccc(-c2nc(N/N=C/c3ccccc3[N+](=O)[O-])c3ccccc3n2)cc1	4%	0%	30%	0	-8%	8%	-0.4%	-3%	?	8%
18	CCc1cccc(C)c1NC(=S)NCc1ccccc1	-1%	-1%	-7%	6	0%[46.1 µM]	-26%	-0.8%	1%	4%	-3%
19	Cc1ccc(NC(=O)C2CCCN(S(=O)(=O)c3cnc[nH]3)C2)cc1C (centres undefined)	1%	-2%	8%	-2	3%	22%	-0.4%	9%	-8%	-7%
20	Cc1cc(OCC(O)CN)ccc1Cl (centres undefined)	-3%	0%	8%	-3	nt	-21%	-0.2%	?	?	5%
21	O=C(O)C1CC=CCC1C(=O)NC12CC3CC(CC(C3)C1)C2 (centres undefined)	-3%	-7%	10%	2	1%	3%	-0.1%	2%	-4%	1%
22	COc1ccc(CNC(=O)CCSc2ccc(F)cc2)cc1OC	0%	-9%	-18%	84*	1%	0%	-0.1%	-5%	?	5%
23	COc1ccc(OCC(O)Cn2c(N3CCCCC3)nc3c2c(=O)n(C)c(=O)n3C)cc1 (centres undefined)	0%	0%	-20%	-3	-3%	-8%	0.1%	1%	?	1%
24	S=C(NCCc1ccccc1)N1CCc2ccccc2C1	7%	-3%	10µM*	?	-1%	-20%	0.4%	-4%	25%	-4%
25	O=C(NCC1CCCO1)c1ccc(Oc2ccc([N+](=O)[O-])cc2Cl)cc1 (centres undefined)	5%	-4%	-2%	?	1%	3%	-0.3%	-6%	?	10%
26	Cc1c(Cl)cccc1N1C(=O)CC(N(O)c2ccccc2)C1=O (centres undefined)	4%	-5%	3%	0	nt	-23%	-0.4%	1%	8%	0%
27	COc1cc(NC(=O)c2ccc(NC3=NC4CS(=O)(=O)CC4S3)cc2)cc(OC)c1 (centres undefined)	12%	-1%	-7%	-1	-4%	5%	-0.6%	nt	-5%	-1%
28	CCOc1ccc(N(CC(=O)NC2CCCC2)C(=O)CCC(=O)Nc2ccccn2)cc1	-3%	-3%	-19%	-1	-72%	11%	-0.6%	-4%	0%	4%
29	Cc1ccc(S(=O)(=O)N(Cc2cc3cccc(C)c3[nH]c2=O)c2ccccc2)cc1	-2%	-1%	-68%	-3	-2%[46.1 µM]	-14%	-1.1%	0%	?	3%
30	Nc1nc(/C=C/c2ccc(F)cc2)nc(-c2ccccc2O)n1	-6%	-2%	-47%	5	-11%[46.1 µM]	14%	0.2%	-15%	14%	3%
31	Cc1ccccc1-n1c(C)nnc1SCC(=O)N1CC(=O)Nc2ccccc21	2%	-6%	-4%	-1	nt	16%	0.4%	3%	?	2%
32	COc1ccc(C(=O)OCC(=O)N2CCc3ccccc3C2)cc1OC	-2%	-1%	-11%	nt	-6%[46.1 µM]	0%	-0.9%	nt	-3%	10%

Random excerpt: two compounds from above, in no set order.
entry	SMILES	p53 reactivator	PTAP TSG101 blk	BRCA1 expr act	TRPV1 ag	TCR activator	Integrin act MD	B2AR arrestin	CXXC DNA block	ELG1 repair inh	AT treatment
31	Cc1ccccc1-n1c(C)nnc1SCC(=O)N1CC(=O)Nc2ccccc21	2%	-6%	-4%	-1	nt	16%	0.4%	3%	?	2%
32	COc1ccc(C(=O)OCC(=O)N2CCc3ccccc3C2)cc1OC	-2%	-1%	-11%	nt	-6%[46.1 µM]	0%	-0.9%	nt	-3%	10%

Next records:
entry	SMILES	p53 reactivator	PTAP TSG101 blk	BRCA1 expr act	TRPV1 ag	TCR activator	Integrin act MD	B2AR arrestin	CXXC DNA block	ELG1 repair inh	AT treatment
33	c1ccc(-c2ccccc2OCCCN2CCCC2)cc1	-2%	-4%	-21%	1	-1%[46.1 µM]	-7%	-1.5%	10%	-11%	7%
34	O=c1cc(-c2ccccc2)nc2nc(SCc3ccccc3)[nH]n12	9%	-3%	38%	0	nt	7%	0.2%	-8%	9%	0%
35	CSc1ccc(NC(=O)Nc2cc(C)ccn2)cc1	11%	-2%	?	3	7%	2%	0.0%	0%	?	7%
36	Cc1cc(C)c(S(=O)(=O)NC2CCN(Cc3ccccc3)CC2)c(C)c1	-2%	-4%	-37%	2	5%	-21%	4.7%	-9%	-10%	-32%
37	Cc1onc(-c2ccccc2)c1C(=O)Nc1cc(C(F)(F)F)ccc1N1CCOCC1	28%	-5%	-61%	29	-60%	-4%	0.3%	76%[activator]	?	4%
